NR2E3 ag-1 – NR2E3 (human) agonism | AID 2300 | GST-NR2E3/biotin-RetCOR TR-FRET, 1536-well | inhibition of corepressor binding, % at 4.78 µM | 320,000 tested, 0.12% active | Q9Y5X4;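 active = percent inhibition above the cutoff of mean plus 3 SD of all tested compounds, set per screening campaign, cut at about 20% in these data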;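 also: 0% = DMSO wells and 100% = biotin wells as full block of FRET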
Target sequence (Q9Y5X4 whole entry, looked up): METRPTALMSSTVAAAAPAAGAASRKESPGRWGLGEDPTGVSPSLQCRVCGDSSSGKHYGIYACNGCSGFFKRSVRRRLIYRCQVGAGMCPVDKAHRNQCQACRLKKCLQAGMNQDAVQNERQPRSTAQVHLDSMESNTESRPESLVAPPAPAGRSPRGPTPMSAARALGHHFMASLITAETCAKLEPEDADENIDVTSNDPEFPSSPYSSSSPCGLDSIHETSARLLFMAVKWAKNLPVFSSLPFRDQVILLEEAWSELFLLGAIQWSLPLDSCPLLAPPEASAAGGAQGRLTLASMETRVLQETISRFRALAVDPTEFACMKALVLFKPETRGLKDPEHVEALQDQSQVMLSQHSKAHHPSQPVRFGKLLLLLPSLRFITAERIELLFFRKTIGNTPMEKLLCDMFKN
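System: GST-tagged NR2E3 plus biotinylated RetCOR corepressor; Buffer or medium: pH 7.5 Tris-based buffer; Probe or stimulus: RetCOR corepressor, biotinylated, 7 nM; Doses: compound at 4.8 µM, single dose; Schedule: 5 h incubation at 4 °C; Technique: time-resolved FRET; Evaluation: percent inhibition of TR-FRET ratio; Replication: one well per compound, singlicate testing.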
Shn3 3UTR inh – Schnurri-3 reporter inhibition in Clone20 osteoblasts | Clone20 osteoblast Shn3 3'UTR firefly luciferase, 24 h | 360,000 tested, 0.52% active | inhibition, % at 12.5 µM;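 active = mean inhibition of at least 75% with every replicate also reaching 75%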;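 also: 0% = median of neutral control wells and 100% = pilot-screen positive control compound; some compounds past the cut are filed as inactive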
Peg3 promoter – inhibitors of Peg3 promoter; HeLa PEG-Prom luciferase reporter, luminescence, overnight; 360,000 tested, 1.7% active; inhibition, % at 20 µM;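 active = inhibition of at least 50% at 20 µM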
HIF-2a inh – inhibitors of HIF-2a. 786-0 RCC cells HIF-2a reporter, luciferase luminescence, overnight. inhibition, % at 18.8 µM. 360,000 tested, 0.72% active. AID 624352;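 active = inhibition of the luminescence signal of 40% or more relative to plate controls, in a single-dose primary screen at 18.75 µM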
CF NFkB block – inhibitors of cystic fibrosis induced NF-kB. KKLEB NF-kB-GFP reporter, PAF-induced, GFP fluorescence overnight. AID 588850. inhibition, % at 5 µM. 360,000 tested, 0.86% active;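 active = at least 50% inhibition at 5 µM, scaled per plate between neutral and stimulator controls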;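 also: PAF is a Pseudomonas aeruginosa culture filtrate used as stimulus; plate controls were PAF-stimulated DMSO wells for no effect and unstimulated DMSO wells for full effect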
KKLEB cytotox – counter-screen for CF NF-kB inhibitors: cytotoxicity. KKLEB CF airway cells viability, ATPlite luminescence, overnight; active compounds read low; cells stimulated with P. aeruginosa culture filtrate. activity change (cytotoxicity), % at 5 µM. 360,000 tested, 0.36% active;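 active = corrected activity change at or below -50% at 5 µM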
TROY signal inh – TROY signaling inhibition | Q293 LMP1-TROYcd NF-kB luciferase reporter, 4 h | inhibition, % at 10 µM | 360,000 tested, 0.98% active | AID 1347056;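 active = compounds whose plate-normalised and pattern-corrected inhibition of the luciferase reporter signal at the single screening dose is 50% or more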
TWEAK Fn14 block – inhibitors of TWEAK-Fn14 interaction signaling. 360,000 tested, 2% active. inhibition, % at 10 µM. TWEAK-stimulated Fn14 reporter cells, luciferase luminescence, 8 h; in the data active = inhibition above about 50%
C8 TRAIL sens – sensitizes caspase-8 expressing cells to TRAIL | NB7+C8 cells + TRAIL, ATPlite viability luminescence | inhibition (viability loss, TRAIL sensitization), % at 10 µM | 360,000 tested, 1% active | AID 624354;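 active = compounds causing at least 50% loss of cell viability in the single-dose screen, relative to plate controls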
TRPM1 prom inh – inhibitors of MITF-driven TRPM1 promoter in melanoma cells; 330,000 tested, 0.83% active; AID 488899; inhibition, % at 12.5 µM; SK-MEL-5 TRPM1 promoter luciferase, 24 h;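 active = mean inhibition across replicates of 60% or more, whatever share of single replicates reaches that level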; also: values of inactives mirror those of a sister screen read the other way
NR2E3 ag-2 – agonists of human NR2E3 nuclear receptor. 360,000 tested, 0.35% active. AID 602229. CHO-S Gal4-NCOR/VP16-NR2E3 two-hybrid, luciferase. inhibition of corepressor binding, % at 3.98 µM;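 active = inhibition above the mean of all tested compounds plus 3 SD, cut at about 70% in these data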;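 also: 0% = DMSO with NR2E3 transfected cells and 100% = cells lacking NR2E3 construct; higher means lower luciferase signal from less NR2E3 corepressor binding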
* hit, by the source's call; x = not tested or not shown.

SMILES	NR2E3 ag-1	Shn3 3UTR inh	Peg3 promoter	HIF-2a inh	CF NFkB block	KKLEB cytotox	TROY signal inh	TWEAK Fn14 block	C8 TRAIL sens	TRPM1 prom inh	NR2E3 ag-2
COc1ccc(-c2[nH]ncc2-c2nc(C)cs2)c(O)c1	7	-7	25	19	16	-9	10	-5	-4	0	-3
COc1ccc(F)cc1CN1CCN(CC(=O)Nc2ccccc2C(=O)NC2CC2)CC1	3	-1	13	13	20	-4	-7	-11	-5	-3	-20
O=C(NC(=S)Nc1ccccc1Cl)C1CC1	3	-19	-69	-109	-1	3	-8	-15	3	-18	-35
CCOC(=O)C1(CCCc2ccccc2)CCN(C(=O)c2ccoc2)CC1	2	4	13	4	35	1	-4	-6	-1	3	0
CN(CCc1ccccc1)C(=O)c1cccc(NC(=O)Cc2cccc(NC(=O)C3CCCN(C(=O)C4CC4)C3)c2)c1 (stereo not drawn)	x	3	-4	2	-13	10	4	0	-1	3	-6
Nc1cc(-c2ccccc2)nn1S(=O)(=O)c1ccc(F)cc1	1	29	11	1	-14	14	-13	19	11	18	12
O=C(CCc1nc(-c2ccccc2F)no1)NCCc1ccccc1Cl	1	7	8	16	0	-3	10	14	7	-16	-1
Cc1ccccc1CCNC(=O)c1ccc(Cl)c(S(=O)(=O)N2CC(C)OC(C)C2)c1 (stereo not drawn)	-1	25	23	2	-1	1	31	43	23	12	-2
NC(=O)NCc1ccccc1Cl	7	-23	11	11	-20	12	-10	-31	-2	2	-20
COc1ccc(C)cc1NC(=O)CN1CCN(S(=O)(=O)c2ccc(Br)cc2)CC1	0	7	1	7	2	3	8	-2	14	-2	-21
O=C(CN1C(=O)S/C(=C\c2ccc(-c3cc(C(=O)O)ccc3Cl)o2)C1=O)Nc1ccc2c(c1)OCO2	x	3	-8	18	7	4	13	-20	-14	-5	-15
CCn1c(SCC(=O)Nc2ccc3c(c2)OCCO3)nnc1-c1cccs1	1	-22	-25	-58	10	0	-1	3	5	-6	-9
CC(=O)NCCc1nc2cc(NC(=O)c3ccccc3C)ccc2n1C	0	-11	-4	-37	1	15	2	0	-4	-10	-4
Cc1ccc(S(=O)(=O)N(CCC(=O)Nc2ccc(OC(F)(F)F)cc2)c2ccccc2)cc1	3	-2	10	24	3	-4	18	19	-12	-1	12
CC(C)C(c1nnnn1CCc1ccccc1)N1CCSCC1 (stereo not drawn)	1	0	12	10	18	-10	-4	-3	21	14	-17
Cc1ccc(P(=O)(OCCN2CCOCC2)C(C)(C)C)o1 (stereo not drawn)	1	3	7	-7	-2	-1	-8	-6	-22	1	-31
COc1cc(C2C(C#N)=C(N)Oc3c2c(-c2ccccc2)nn3-c2ccccc2)cc(OC)c1OC (stereo not drawn)	4	0	16	-7	23	-1	49	11	-2	-6	-18
CCOC(=O)c1[nH]c2ccccc2c1NC(=O)COC	6	-11	5	10	-30	17	-27	6	-14	x	-14
Cc1ccccc1/C=C\c1nc2ccccc2c(=O)[nH]1	4	-58	-100	-152	-8	-11	-3	27	35	-28	-177
COc1cccc(-c2nn(-c3ccc(C)cc3)cc2C(=O)N(C)CC(=O)Nc2cccc(F)c2)c1	-1	-3	27	-18	-9	-24	14	31	6	-11	-11
O=C(NCc1ccccn1)c1cc2cc(Br)ccc2oc1=O	-2	-11	-49	-26	2	-1	-25	4	-3	-23	-14
O=C(Nc1ccc(F)cc1)c1ccc2ncsc2c1	0	-39	-217	-186	-10	11	-55	-16	11	-77	-83
O=C(CSc1ccc(-c2ccccn2)nn1)NC1CCCC1	-4	-13	3	-4	7	-12	-5	-15	-17	1	2
CCOc1ccc(NC(C)=O)cc1N	-3	3	-3	-11	-9	14	-12	5	0	2	11
CCN(CC)c1nc(Oc2ccc(=O)[nH]n2)nc(N2CCOCC2)n1	0	7	10	12	6	-16	-4	0	-6	7	-10
SMILES	NR2E3 ag-1	Shn3 3UTR inh	Peg3 promoter	HIF-2a inh	CF NFkB block	KKLEB cytotox	TROY signal inh	TWEAK Fn14 block	C8 TRAIL sens	TRPM1 prom inh	NR2E3 ag-2
COc1ccc(CN2C(=O)C(CC(=O)NCc3cccs3)CC(C(=O)N3CCOCC3)=C2C)cc1 (stereo not drawn)	x	-2	8	-2	-7	2	1	3	-4	x	4
N/C(=N\OC(=O)Cc1ccc([N+](=O)[O-])cc1)c1ccccn1	x	-23	-25	-64	-12	6	72*	69*	5	2	-29
COc1ccc(C(=O)/C=C/c2ccc(OC)c(COc3ccc(F)cc3)c2)cc1	2	1	15	-8	7	-10	-43	-4	12	4	-33
N#CCC(=O)Nc1ccc(C(=O)OCC(=O)NNC(=O)c2cccs2)cc1	2	11	-7	9	-2	-1	4	9	4	-10	0
Cc1cc(N2CCN(c3ccccc3)CC2)nc2ccccc12	6	-23	-52	-103	2	-7	-13	-30	11	-11	-45
O=[N+]([O-])c1ccccc1S(=O)(=O)NCCc1ccncc1	5	13	6	17	8	6	13	-6	2	3	-21
CC(C)OC(=O)Cc1nc2sc(-c3ccccc3)cc2c(=O)[nH]1	0	-40	-150	-135	-7	3	-59	-11	8	x	-69
CCN(CC)C(=O)c1cccc(-c2csc(C(C)(O)c3cccc(F)c3)n2)c1 (stereo not drawn)	x	56	40	16	-23	1	38	53*	8	x	8
COc1ccc(C(=O)NCc2ccccc2C)cc1S(=O)(=O)NC1CCCC1	x	-2	12	19	-5	10	11	12	-1	4	0
Cc1ccc(CSc2nc3nc(C)cc(C)c3c(=O)[nH]2)cc1	3	-9	0	-8	-10	8	-21	17	-9	6	2
CCN(CC)CCCNc1oc(-c2ccc(OC)c(OC)c2)nc1C#N	-2	2	-6	11	-9	8	-5	-17	-6	0	-9
COc1ccc(Cl)cc1Cn1c(C)c(C(=O)NCc2cccc(Cl)c2)sc1=O	x	2	14	1	2	-4	16	-6	2	x	76*
COc1ccc(-c2csc(NC(=O)CSC(C)C(=O)Nc3cc(C)on3)n2)cc1OC (stereo not drawn)	4	25	-4	7	10	14	1	8	13	3	1
CC(=O)N1CCN(C(=O)c2cc(S(=O)(=O)N(C)c3ccc(F)cc3)ccc2Cl)CC1	5	-3	3	7	7	15	5	10	-3	-7	-3
Cc1ccc(-n2ncc3c2CC(C)(C)CC3NC(=O)CCn2cncn2)cc1 (stereo not drawn)	x	10	7	6	-21	12	2	-6	-8	-5	5
Cc1ccccc1/C=N/NC(=O)Cn1nnc(N)n1	-2	-1	3	5	0	-2	1	6	-1	11	-6
Cc1c(-c2cccs2)[n+](=O)c2c(n1[O-])CCC2	5	-3	1	15	-4	3	8	-14	7	-10	-19
COc1ccc(NC(=O)N(C)[C@H]2C[C@H]3c4[nH]c5ccccc5c4CCN3C(=O)[C@H]2[C@H](C)O)cc1	x	2	-24	-45	0	2	-26	-1	-4	x	15
COc1ccc(C(=O)Nc2ccc(/C(C)=N/NC(=O)c3ccccc3O)cc2)cc1OC	-4	-21	-20	-13	-5	-5	-31	-9	-3	-16	-5
Cc1ccc(S(=O)(=O)N2CCN(CC(O)c3ccccc3)CC2)cc1C (stereo not drawn)	2	11	14	16	-7	-10	17	20	-7	-12	0
COC(=O)c1ccc(-n2nnnc2SCC(=O)Nc2ccccc2C(=O)OC)cc1	x	22	7	3	-1	-1	3	-12	7	2	-8
CC1(c2ccc(Cl)cc2)NC(=O)N(CC(=O)N2CCN(S(=O)(=O)c3ccccc3)CC2)C1=O (stereo not drawn)	-3	-6	5	23	1	16	3	3	0	-5	-32
CC(=O)Nc1ccc(C(=O)N2CCc3cc4c(cc3C2C)OCCCO4)cc1 (stereo not drawn)	-2	15	4	-7	-10	14	3	-15	1	14	1
C#CCOCCOCCOCCNc1nc(N2CCN(C(=O)Cn3cc(CCO)nn3)CC2)nc(N2CCN(C(=O)Cn3cc(CCCN=C(N)N)nn3)CC2)n1	x	-7	2	5	-12	10	-16	5	15	-7	0
O=C(O)C1=C[C@@H](c2coc3ccccc3c2=O)C[C@@H](OCc2ccc(CO)cc2)O1	4	-4	-6	2	11	-10	-21	-1	-8	x	3
Cc1[nH]c(=S)[nH]c(=O)c1CCC1OCCO1	1	-11	15	16	-1	9	6	2	7	-3	-2
O=C(Cc1ccccn1)c1ccc(F)cc1	-5	-52	-121	-116	-19	15	1	9	-6	-78	-17

13 neighbouring records already listed, quoted:
SMILES	NR2E3 ag-1	Shn3 3UTR inh	Peg3 promoter	HIF-2a inh	CF NFkB block	KKLEB cytotox	TROY signal inh	TWEAK Fn14 block	C8 TRAIL sens	TRPM1 prom inh	NR2E3 ag-2
COc1ccc(C(=O)NCc2ccccc2C)cc1S(=O)(=O)NC1CCCC1	x	-2	12	19	-5	10	11	12	-1	4	0
Cc1ccc(CSc2nc3nc(C)cc(C)c3c(=O)[nH]2)cc1	3	-9	0	-8	-10	8	-21	17	-9	6	2
CCN(CC)CCCNc1oc(-c2ccc(OC)c(OC)c2)nc1C#N	-2	2	-6	11	-9	8	-5	-17	-6	0	-9
COc1ccc(Cl)cc1Cn1c(C)c(C(=O)NCc2cccc(Cl)c2)sc1=O	x	2	14	1	2	-4	16	-6	2	x	76*
COc1ccc(-c2csc(NC(=O)CSC(C)C(=O)Nc3cc(C)on3)n2)cc1OC (stereo not drawn)	4	25	-4	7	10	14	1	8	13	3	1
CC(=O)N1CCN(C(=O)c2cc(S(=O)(=O)N(C)c3ccc(F)cc3)ccc2Cl)CC1	5	-3	3	7	7	15	5	10	-3	-7	-3
Cc1ccc(-n2ncc3c2CC(C)(C)CC3NC(=O)CCn2cncn2)cc1 (stereo not drawn)	x	10	7	6	-21	12	2	-6	-8	-5	5
Cc1ccccc1/C=N/NC(=O)Cn1nnc(N)n1	-2	-1	3	5	0	-2	1	6	-1	11	-6
Cc1c(-c2cccs2)[n+](=O)c2c(n1[O-])CCC2	5	-3	1	15	-4	3	8	-14	7	-10	-19
COc1ccc(NC(=O)N(C)[C@H]2C[C@H]3c4[nH]c5ccccc5c4CCN3C(=O)[C@H]2[C@H](C)O)cc1	x	2	-24	-45	0	2	-26	-1	-4	x	15
COc1ccc(C(=O)Nc2ccc(/C(C)=N/NC(=O)c3ccccc3O)cc2)cc1OC	-4	-21	-20	-13	-5	-5	-31	-9	-3	-16	-5
Cc1ccc(S(=O)(=O)N2CCN(CC(O)c3ccccc3)CC2)cc1C (stereo not drawn)	2	11	14	16	-7	-10	17	20	-7	-12	0
COC(=O)c1ccc(-n2nnnc2SCC(=O)Nc2ccccc2C(=O)OC)cc1	x	22	7	3	-1	-1	3	-12	7	2	-8

The list is partial (hit frequency here may not be typical).
